Compound activity: PubChem BioAssay, several laboratories
Wee1 stabilizer: inhibitors of human Wee1 degradation. HeLa Luc-Wee1K328M stability, luciferase luminescence; 100% = proteasome inhibitor MG132 effect. reporter increase, % at 5 µM. 1.2% of 220,000 active;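 active means activation above the mean of all tested compounds plus 3 SD, set per screening run, cut at about 8.8% in these data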;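 further: cells exposed to compound for 20 h before luminescence read; 0% = DMSO alone and 100% = MG132 at 30 µM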
BaF3 parental: parental Ba/F3 viability inhibition as JAK2V617F counter-screen; CellTiter-Glo ATP luminescence; inhibition, % at 5.6 µM; 1.1% of 220,000 active;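 active means inhibition above a per-campaign cutoff, the mean inhibition of all tested compounds plus 3 SD, cut at about 27% in these data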;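 further: 0% = DMSO wells and 100% = JAK Inhibitor I control wells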
eIF4E-4G inh: blocks eIF4E binding to eIF4G. TR-FRET eIF4E-eIF4GI(517-606) binding, 2 h. inhibition, % at 21.7 µM. 0.37% of 220,000 active;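 active means inhibition above about 30%, limit read from the data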;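 further: 0% = full FRET control wells and 100% = background wells lacking eIF4GI fragment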
NPY-Y2 PAM-ag: potentiates or activates human NPY-Y2 receptor; cells expressing NPY-Y2, potentiator/agonist read-out; 0.45% of 220,000 active; P49146; activation, % at 3.6 µM; in the data active means activation above about 27%;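 further: cells stimulated with NPY near EC25 plus isoproterenol at EC100; 0% = vehicle plus submaximal agonist and 100% = vehicle plus saturating agonist; some results beyond the cut were filed as inactive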
Ba/F3 V617F tox: lowers viability of Ba/F3 cells expressing EpoR and JAK2V617F; ATP luminescence; inhibition, % at 5.6 µM; 1.1% of 220,000 active; AID 1446;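 active means inhibition above the campaign mean plus 3 SD over all tested compounds, cut at about 24% in these data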;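 further: cytokine-independent growth of Ba/F3 cells driven by EpoR plus mutant JAK2; 0% = DMSO-treated cells and 100% = JAK inhibitor I control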
PERK inhibitor: human PERK inhibition, primary cell-based screen; AID 1416; inhibition, % at 5.6 µM; CHO PERK-DD fusion, SEAP luminescence translation reporter; Q9NZJ5; 0.17% of 220,000 active;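 active means inhibition above the mean inhibition of all tested compounds plus 3 SD, set separately per screening campaign, cut at about 2.9% in these data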;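 further: PERK kinase domain activated by AP20187 dimerizer at 100 nM; 0% = DMSO with dimerizer and 100% = rapamycin at 8.4 µM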
Mdm2 ligase inh: Mdm2 E3 ligase (human) inhibition. Q00987. cell-based MDM2 ubiquitination luciferase reporter, 2 h; 0 = plate control, 100 = twice control, blank-subtracted. signal enhancement, % at 5 µM. 0.11% of 210,000 active;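 active means signal enhancement of 30% or more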;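 further: luminescence tracks abundance of the self-degrading MDM2-luciferase fusion protein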
Target sequence (Q00987 whole entry, looked up, the tested form may be a part): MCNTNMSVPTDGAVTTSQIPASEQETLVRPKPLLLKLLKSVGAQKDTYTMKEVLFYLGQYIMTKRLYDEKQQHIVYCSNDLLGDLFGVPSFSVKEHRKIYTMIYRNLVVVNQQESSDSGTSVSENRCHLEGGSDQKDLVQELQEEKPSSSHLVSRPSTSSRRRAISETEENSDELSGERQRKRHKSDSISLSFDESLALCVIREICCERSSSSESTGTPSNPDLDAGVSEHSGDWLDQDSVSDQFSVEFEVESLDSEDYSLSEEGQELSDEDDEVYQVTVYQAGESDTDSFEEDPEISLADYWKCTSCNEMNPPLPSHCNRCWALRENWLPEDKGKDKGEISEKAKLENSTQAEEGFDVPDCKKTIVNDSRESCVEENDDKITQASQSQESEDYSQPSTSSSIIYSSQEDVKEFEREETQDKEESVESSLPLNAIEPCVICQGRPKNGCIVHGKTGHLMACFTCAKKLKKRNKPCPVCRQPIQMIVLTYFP
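Test system: stable mammalian line carrying autodegrading MDM2–luciferase fusion reporter; quantity: 2000 cells in each well; times: 4 h cell settling then 2 h compound exposure, 37 °C; detection: luminescence with SteadyLite reagent, 15 min at room temperature; evaluation: percent signal gain over controls, blank-subtracted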
S1P4 antagonist: blocks the human S1P4 receptor; O95977; S1P4-expressing cells, antagonist mode, reporter read-out; inhibition, % at 4.98 µM; 0.26% of 220,000 active; in the data active means inhibition above about 29%;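 further: 0% = wells stimulated with agonist and 100% = vehicle wells without agonist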
Target sequence (O95977 whole entry, looked up): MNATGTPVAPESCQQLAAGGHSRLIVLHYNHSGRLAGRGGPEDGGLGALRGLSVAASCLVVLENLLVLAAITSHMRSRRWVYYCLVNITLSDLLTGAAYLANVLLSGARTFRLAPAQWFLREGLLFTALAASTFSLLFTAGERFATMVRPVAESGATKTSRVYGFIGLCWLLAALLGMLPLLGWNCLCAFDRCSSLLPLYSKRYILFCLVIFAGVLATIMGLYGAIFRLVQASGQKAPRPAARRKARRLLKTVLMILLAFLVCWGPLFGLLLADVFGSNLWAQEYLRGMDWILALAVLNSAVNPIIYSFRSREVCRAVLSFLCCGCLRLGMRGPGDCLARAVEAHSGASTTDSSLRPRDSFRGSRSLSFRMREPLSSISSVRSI
S1P4 agonist: agonists of human S1P4 receptor; S1P4-expressing cell line, agonist reporter assay; O95977; 0.35% of 220,000 active; activation, % at 4.98 µM; in the data active means activation above about 11%;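 further: 0% = DMSO vehicle and 100% = reference agonist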
Numbers without * were called inactive; . = no result given; [ ] = remark or other dose.

Below each SMILES: NPY-Y2 PAM-ag, BaF3 parental, Wee1 stabilizer, eIF4E-4G inh, Ba/F3 V617F tox, PERK inhibitor, S1P4 antagonist, S1P4 agonist, Mdm2 ligase inh
O=C(N/N=C/c1ccc(Br)o1)/C(=C/c1ccc([N+](=O)[O-])cc1)NC(=O)c1ccccc1
    3, 2, 0, -1, 1, 0.1, -7, -0.6, -13
Cc1cc(-c2cccs2)nc(-n2cccc2)n1
    -29, 3, -3, -6, 0, 0.3, -9, -0.5, -15
C/C(=N\Nc1nc2ccccc2nc1C)c1ccccc1O
    -4, -2, -2, -1, -1, -1.3, 1, -0.3, -4
COc1cccc(-c2ccc(C#N)c(OC(=O)c3ccc(Cl)cc3)n2)c1
    0, 7, 6, 2, 2, 0.8, 2, -1.8, -13
Cc1ccc(S(=O)(=O)N2CC(O)CC2C(=O)OCc2nc3sc(C)c(C)c3c(=O)[nH]2)cc1 (centres undefined)
    9, 6, 4, 1[fluorescence artefact?], 1, 1.0, -8, 0.1, -2
CCCn1nnnc1NCc1ccc(Cl)cc1Cl
    -25, 6, 1, 2, 3, 1.1, 0, 0.0, -17
CSc1nc(=S)n(Cc2ccccc2)c(C)c1C(C)=O
    6, 2, 0, 19, -2, 0.5, -11, 1.6, -1
CCOC(=O)c1sc(Nc2nc3cc4c(cc3s2)OCO4)cc1C
    16, 6, 6, -2[fluorescence artefact?], -2, 0.8, -15, -1.2, -3
Cc1cc(C)nc(N(C#N)CC(=O)N(c2ccccc2)C(C)C)n1
    5, 8, -1, -3, 1, -0.6, -15, 0.3, 7
Cc1ccccc1C(=O)NC(=S)Nc1ccccc1C(=O)O
    -4, 1, 0, 0, -1, 1.6, -7, 1.4, -5
Cc1ccc(-c2nnc(SCc3nc4ccccc4[nH]3)n2Cc2ccco2)cc1
    -7, 1, 0, 0, -3, -1.6, 12, -1.0, 1
Cc1ccc(OCCC(=O)N2CCN(c3ccc(O)cc3)CC2)cc1
    2, 6, 1, 7, 6, 0.1, -5, 0.2, 1
Cc1ccccc1OCC(O)Cn1c(NCc2ccco2)nc2c1c(=O)[nH]c(=O)n2C (centres undefined)
    8, 4, 0, -2, 0, -1.1, -17, -1.2, -3
COc1cc(OC)c(NC(=O)Cn2cccc2)cc1Cl
    -1, 8, 0, 0, -3, 1.2, -12, -1.5, -15
CC(=O)c1ccc(NC(=S)NCCc2ccccn2)cc1
    12, 6, 6, 0, 1, 1.1, 7, 0.7, 6
Cc1cc(Br)ccc1SCC(=O)OCC(=O)Nc1ccccc1C#N
    1, 7, -2, 5, -1, 0.8, -12, 0.8, -14
CC(C)c1ccc(N(CC(=O)NCc2ccc(F)cc2)C(=O)c2csnn2)cc1
    1, 12, 3, 0, 3, -0.8, -19, -1.1, -5
Cn1nnnc1SCSc1nnnn1C
    -18, 4, 3, -3, 0, 0.1, 3, -0.3, -14
O=C(NN=C1CCCCC1)c1ccccc1OCc1ccc(F)cc1
    -44, 8, 2, -2, 0, -0.4, -7, 0.2, -11
CC1CN(CCOCCSc2ccccc2)CC(C)O1 (centres undefined)
    7, 1, -1, -3, 2, 1.3, -10, 1.5, -16
O=C(CSc1ncnc2nc[nH]c12)c1ccc([N+](=O)[O-])cc1
    -4, 23, 5, -3, 36*, 1.9, 4, 0.4, -7
CCC(=O)Nc1cc(C(=O)NCC2CCCN2CC)c(OC)cc1N(C)C (centres undefined)
    9, 2, 5, -2, -1, 1.3, -2, -1.4, -13
Cc1cc(NC(=O)c2cc(-c3cccs3)nc3ccccc23)no1
    -32, 5, -1, 1[fluorescence artefact?], 3, -1.0, 0, -2.1, -2
O=C(CCN1C(=O)C2C3C=CC(C3)C2C1=O)Nc1ccc2ncccc2c1 (centres undefined)
    -17, 4, -1, 3[fluorescence artefact?], -2, 0.5, 1, 1.9, 22
O=C(CSCc1c(Cl)cccc1Cl)Nc1nccs1
    5, 0, 5, -1, 3, 0.6, -11, 0.3, 9
COc1cc(OC)cc(C(=O)NC2CCN(CC(=O)Nc3cccc4ccccc34)CC2)c1
    -9, 6, 2, -5, 3, -0.6, 3, -0.3, -6
CSc1c(SCc2ccccc2)cnn(-c2ccccc2)c1=O
    7, 2, -1, 0[fluorescence artefact?], 0, 0.7, -14, -0.2, -9
O=C(COC(=O)/C=C/c1cccc(Br)c1)NCCC1=CCCCC1
    8, 3, -4, 13, -1, 1.1, -40, -0.9, 8
Cc1cnc(C(=O)OCC(=O)NC2CCCCCCC2)cn1
    19, 0, -3, 0, -6, 0.7, -17, 1.4, -6
O=C(Nc1nnc(-c2ccccn2)o1)c1cccc(Cl)c1
    3, -1, 5, -4, -3, 1.7, -5, -2.1, -2

Remaining list, next part:
Below each SMILES: NPY-Y2 PAM-ag, BaF3 parental, Wee1 stabilizer, eIF4E-4G inh, Ba/F3 V617F tox, PERK inhibitor, S1P4 antagonist, S1P4 agonist, Mdm2 ligase inh
CC1CCN(CCCNC(=O)CN2CCN(Cc3ccc(Cl)cc3)C2=O)CC1
    1, -2, -2, 3, -6, 0.1, -8, 1.3, .
CC(C)c1ccc(NC(=O)Cn2cccc2C2=NC(c3ccccc3)CO2)cc1 (centres undefined)
    2, 2, 3, 8[fluorescence artefact?], -8, 0.7, -30, -1.2, -74
COc1ccc(CCNC(=O)c2cc(-c3ccccc3O)n[nH]2)cc1OC
    -10, 4, -3, -3[fluorescence artefact?], 2, -1.5, -12, -1.4, -63
Cc1cc(=O)n2[nH]c(C)c(-c3ccccc3)c2n1
    -12, -1, 2, 0, 2, 0.1, -8, 0.7, -13
CNC(=S)NNC(=O)c1cccc(C(F)(F)F)c1
    -20, 8, 0, 10, 2, 1.3, 4, 0.3, -21
CCOc1ccc2nc(SCC(=O)NCc3ccco3)sc2c1
    -6, -1, 0, 1, -3, -0.4, 5, 0.5, 17
O=C(c1cc2cc(Br)ccc2s1)N1CCOCC1
    8, 5, -2, 1, 1, 0.8, -12, 0.8, 0
Cc1ccc(N(CC(=O)Nc2c(C)n(C)n(-c3ccccc3)c2=O)S(C)(=O)=O)c(C)c1
    14, 2, -3, -1, 3, -0.6, -4, 0.3, -5
CCOC(=O)C1CCN(C(=O)Cn2cc3c(n2)CCC(C)C3)CC1 (centres undefined)
    2, 6, -3, 1, 0, 0.8, -11, 0.0, -24
O=C(c1c(F)cccc1F)N(Cc1ccccn1)C1CCCC1
    -3, 10, -1, 2, 5, 0.1, 3, -0.5, -10
COc1ccc(N2C(=O)CN=C2Nc2nc(C)cc(C)n2)cc1
    2, 0, -1, 0, -5, 0.7, 16, -0.2, 9
COc1ccccc1-c1cc(C(=O)N/N=C\c2cnn(C)c2C)c2ccccc2n1
    -5, 5, -3, -2, 0, -0.9, -11, 0.1, 4
O=C(Cn1cnc2c(nnn2-c2ccccc2)c1=O)NCCc1ccccc1
    15, 5, -1, -1, -1, 0.0, 1, 0.3, -14
COc1cc(Cn2c(C(=O)O)cc3sccc32)cc(OC)c1OC
    -7, 3, 0, -8, -4, 0.4, 6, -2.7, -10
Cc1ccc(CN2CCN(Cc3cccc(C)n3)CC2CCO)cc1 (centres undefined)
    -5, 7, -1, -3, -5, 0.4, -14, -0.3, 12
CC(=O)Nc1ccc(S(=O)(=O)NC(CC(=O)NC2CCCCC2C)C(C)C)cc1 (centres undefined)
    -9, 4, 1, -5[fluorescence artefact?], -3, 1.5, -9, 1.4, -6
O=C(c1ccccc1)c1ccc2c(c1)OCCOCCOCCO2
    -7, -1, -1, -1, 1, -0.1, 1, -0.7, -10
COc1ccc(/C(C)=C(\C#N)C(=O)OC(C)C)cc1OC
    5, 4, -2, -4, 1, 1.1, -5, -0.9, 1
CCCc1cc(=O)[nH]c(SC(CC)C(=O)Nc2ccccc2C#N)n1 (centres undefined)
    6, 3, -2, -8[fluorescence artefact?], -1, 0.4, -3, -1.6, -22
COc1cc(NC(=O)CCCc2c[nH]c3ccccc23)cc(OC)c1
    -3, 2, 0, -4, -1, 0.2, -16, 1.1, -6
CC(C)n1c2ccccc2c2nc3ccccc3nc21
    -15, 7, 5, -2, -4, -0.1, -5, 0.6, 7
COc1ccccc1NC(=O)Nc1ccccc1C(=O)NCCCN1CCOCC1
    -7, 2, 0, 1, 8, -0.7, 10, -0.2, -6
S=c1[nH]nc(-c2cccnc2)n1/N=C/c1ccc(Br)s1
    -2, 2, 1, 2, -4, 0.2, -16, 0.1, -13
O=C(Nc1ccc(-c2nc3ncccc3o2)cc1)c1ccco1
    17, 1, 2, 11[fluorescence artefact?], -6, -1.3, -14, -1.3, -13
O=Cc1cc(N=Nc2ccccc2Cl)ccc1O
    34*, 5, 1, 5, 0, -0.6, 3, 0.3, -6
CCCCn1c(SCC(=O)c2ccc(OC)c(OC)c2)nc2cc(S(N)(=O)=O)ccc21
    -4, 7, 5, -23[fluorescence artefact?], 0, 0.3, -8, 0.8, -9
Cc1ccc(NC(=O)c2cc(-c3ccc(C)o3)nc3ccccc23)nc1
    3, -1, 5, -4, -2, -0.2, -37, -4.1, -7
O=[N+]([O-])/C=C1\CCCCCN1
    6, -3, -3, 0, -3, 1.8, 0, 2.1, -3
CC(C)c1ccc(CNc2cc(N3CCCC3)ccc2[N+](=O)[O-])cc1
    5, 5, 3, 6, 0, 2.1, -8, 1.1, -1
Fc1ccc2nc(Nc3nc4c(F)cccc4s3)sc2c1
    -5, 5, 1, 5, -3, 0.3, -10, 2.1, -14

Continuation.
Below each SMILES: NPY-Y2 PAM-ag, BaF3 parental, Wee1 stabilizer, eIF4E-4G inh, Ba/F3 V617F tox, PERK inhibitor, S1P4 antagonist, S1P4 agonist, Mdm2 ligase inh
O=C(/C=C/c1ccccc1Cl)Nc1cccc(S(=O)(=O)NC2=NCCCCC2)c1
    15, 1, 5, -1[fluorescence artefact?], -3, -1.4, -3, -1.2, 15
O=C1CN(C(=O)COC(=O)CNC(=O)c2ccc(Cl)cc2)c2ccccc2N1
    10, 2, -4, 2, 1, 0.0, 7, 0.5, -10
CCCc1cc(C(=O)N/N=C/c2ccc(CC)s2)c2ccccc2n1
    -13, 1, 2, -4, 2, 1.0, -5, 0.4, -10
O=C(Nc1ccc(F)cc1F)c1cncc(Br)c1
    4, 6, 0, 0, -1, 1.3, -10, -0.9, -8
CCN(CC)S(=O)(=O)c1ccc(Cl)c(NC(=O)COC(=O)c2c(C)noc2C)c1
    2, 4, 6, -1, 3, -0.5, -3, 1.4, -14
CC(C)(C)NS(=O)(=O)c1ccc(NS(=O)(=O)c2ccc(F)cc2)cc1
    90*, 3, 0, 4, -2, -0.2, 4, 1.7, -7
CC(C)C(NC(=O)c1ccccc1)C(=O)NC1=NCCS1 (centres undefined)
    -5, 3, 2, 3, 0, -0.2, -11, -2.1, 4
Cc1cccc(OCC(=O)Nc2ccc(N3CCN(S(C)(=O)=O)CC3)cc2)c1
    1, 5, -1, -14, 2, -0.2, -2, 0.6, 4
COC(=O)c1cn(NC(=O)/C=C/c2cc(OC)ccc2OC)c(=O)c2ccccc12
    0, 2, -1, 3, -3, -0.6, -16, -0.1, 8
CCCCN(C(=O)CSc1nnnn1C)c1c(N)n(Cc2ccccc2)c(=O)[nH]c1=O
    -13, 2, 0, -4, 1, -0.4, 4, 0.9, 7
O=C(NCC12CC3CC(CC(C3)C1)C2)c1nn2cccnc2c1Cl
    -10, -1, -1, 1, -4, 0.2, -32, 2.1, 3
CC1CN(C(=O)/C(C#N)=C2\N=C(NC(=O)c3ccccc3Cl)c3ccccc32)CC(C)O1 (centres undefined)
    -7, 6, 1, -1, 3, -0.6, -12, 0.9, -15
O=C(C[n+]1cc(-c2ccc(Cl)cc2)n2c1CCCCC2)c1ccccc1
    -19, 43*, 8, -1, 28*, 0.5, 5, 0.5, -3
CCC(Sc1nc(-c2ccccc2)c(C#N)c(=O)[nH]1)C(=O)Nc1nnc(C)s1 (centres undefined)
    -7, 8, 0, -13[fluorescence artefact?], 2, 1.5, -9, 0.0, -9
